Screening results: PubChem BioAssay, NCI
NCI-60 one-dose screen, 48 h, at 10 µM unless noted. Numbers give growth in % (100 = growth as untreated, 0 = no growth, -100 = all killed).
SK-MEL-2 = SK-MEL-2 melanoma. 4.7% of 77,000 active
EKVX = EKVX NSCLC. 3% of 71,000 active
HOP-92 = HOP-92 NSCLC cells; 6.3% of 71,000 active
M14 = M14 melanoma | 6.2% of 80,000 active
HOP-62 = HOP-62 NSCLC | AID 1794735 | 3.9% of 80,000 active
A549/ATCC = A549/ATCC NSCLC; 3.7% of 81,000 active; AID 1794740
SK-MEL-5 = SK-MEL-5 melanoma | 6.4% of 80,000 active | AID 1794755
SK-MEL-28 = SK-MEL-28 melanoma; 4.1% of 81,000 active
* marks the source's active call; other numbers are inactive results; / = no result given. The calls were made as follows: active = growth percent below 10; inactive = the rest.

SMILES	SK-MEL-2	EKVX	HOP-92	M14	HOP-62	A549/ATCC	SK-MEL-5	SK-MEL-28
COc1ccc(C2c3ccc4ccccc4c3Oc3ncnc(N)c32)cc1 (stereo unspecified)	72	46	70	83	45	97	86	92
C(=N\Nc1ncc(-c2cc3cc4c(cc3o2)OCO4)s1)/c1ccco1	91	59	63	52	62	-10*	87	81
O=C(NCCCNC(=O)OCc1ccc2c(Br)cc(Br)c(O)c2n1)OCc1ccc2c(Br)cc(Br)c(O)c2n1	-6.8*	-5.9*	-80*	-66*	-19*	6.6*	-78*	-76*
COc1ccc(OC)c(NCC(=O)n2nc(/C=C\c3ccc(O)c(OC)c3)cc2/C=C\c2ccc(O)c(OC)c2)c1	0.6*	29	35	17	12	21	9.1*	21
C=CCc1cc(Cl)ccc1OC(=O)Nc1cccc(Cl)c1	131	96	101	97	96	101	111	114
COc1ccc(CSc2nc3ccc(Cl)cc3c(=O)n2-c2ccccc2)cc1	101	/	93	104	95	104	101	107
O=c1ccn(CCCOc2ccccc2Cl)c(=O)[nH]1	123	39	87	95	102	123	94	103
CC(=O)OC[C@@]1(C)C2CC[C@]3(C)C(CC=C4C5CC(C)(C)CC[C@]5(C(=O)Nc5cccc(C)c5)CC[C@]43C)[C@@]2(C)C[C@@H](OC(C)=O)[C@@H]1OC(C)=O (stereo partly specified)	39	31	51	50	40	41	3.8*	62
N#CC(c1cccc([N+](=O)[O-])c1)C(CC(=O)c1ccccc1)c1ccccc1 (stereo unspecified)	83	88	67	97	98	82	82	95
CSc1ncc(Br)c(Sc2nc(N)nc3nc[nH]c23)n1	63	35	40	28	33	104	71	108
O=C(/C=C1\C=CN(CCCCCF)c2ccccc21)n1ccc2ccccc21	110	88	81	93	89	107	99	105
COC(=O)C[C@](O)(CCC(C)C)C(=O)O[C@@H]1C(OC)=C[C@]23CCC(=O)N2CCc2cc4c(cc2[C@H]13)OCO4	110	101	123	107	101	105	97	110
COc1ccc(N)cc1C(=O)Nc1cccc(C2CC(=O)c3c(cc(OC)c(OC)c3OC)O2)c1 (stereo unspecified)	76	91	53	88	96	82	53	101
C/C(=N\NC(=O)c1ccccc1N)c1ccccc1O	71	/	18	39	43	28	60	61
COC(OC)C1=C(C)OC(N)=C(C#N)C12C(=O)Nc1ccccc12 (stereo unspecified)	96	100	118	95	111	114	92	85
CCCC(O)(c1ccccc1)C(c1ccccc1)C1CCCCN1 (stereo unspecified)	103	102	92	86	91	92	96	104
CCNC(=S)Cc1ccccc1	98	99	94	98	97	89	100	97
CCCCCCCCC(=O)N1CCCC1	81	/	100	97	103	96	108	102
Oc1cc(O)c2c(c1)O[C@H](c1ccc(O)c(O)c1)[C@@H](O)C2	106	99	98	112	107	97	104	110
COc1cc(N)c2ncccc2c1OC	115	107	99	103	104	102	/	110
C=CCOC(=O)Nc1cccc(Cl)c1	89	93	93	88	81	73	99	112
COc1ccc(-c2nnc(SCC(=O)Nc3ccc(C(=O)/C=C/c4ccccc4)cc3)o2)cc1	90	92	81	98	90	96	96	105
S=C(Nc1ccccc1)N(/N=C/C=C/c1ccccc1)c1nnc(-c2ccccc2)c(-c2ccccc2)n1	104	95	77	102	/	87	101	108
COc1ccc(-n2nc(C(=O)O)nc2-c2cc(OC)c(OC)c(OC)c2)cc1	/	105	102	102	108	101	117	109
Cc1ccc(-c2ccc(F)cc2)n1-c1ccc(F)cc1	84	/	59	62	94	66	73	86
O=C1Nc2ccc(F)cc2C12CC(c1ccc(Br)cc1)=NN2 (stereo unspecified)	90	/	108	58	100	104	94	108
NC(=O)[C@H]1[C@@H]2C(=O)N(c3ccccc3)C(=O)[C@@H]2[C@@H]2c3ccccc3C=NN12	119	109	96	108	86	115	100	115
CCCOC(=O)c1ccc(OCC)cc1	104	104	/	98	112	101	104	109
O=c1oc2c(cc1-c1ccccc1)c(=O)[nH]c1ccccc12	107	91	103	100	106	98	99	100
Nc1cc(N2C(=O)c3ccccc3C2=O)ccc1Cl	/	/	99	114	102	97	99	101
CCCCCCCCC/C(=N\NC(=O)c1ccncc1)c1ccc(O)c(O)c1O	39	35	47	8.8*	/	14	-19*	44
CCCc1n(Cc2ccc3ccccc3c2)cc[n+]1Cc1ccc2ccccc2c1	/	21	-38*	-28*	5.8*	32	-98*	-40*
O=C(Nc1ccccc1)C1CN(Cc2ccco2)CCS1 (stereo unspecified)	99	88	88	103	95	83	100	102
S=C(S)N1CCN(C(=S)S)CC1	109	95	/	105	107	103	103	114
CCOc1cc(C(=O)Nc2ccc(Cl)cn2)cc(OCC)c1OCC	114	/	66	106	105	92	98	92
Cc1nccn1-c1ccc(C(=O)/C=C2\C(=O)Nc3ccccc32)cc1	100	99	97	101	96	107	102	120
COc1c(F)ccc(C(=O)Nc2ccc3nc(NC(=O)C4CCCN(S(=O)(=O)c5ccc(C#N)cc5)C4)sc3c2)c1F (stereo unspecified)	97	96	/	93	104	92	83	105
COc1cc(/C=C2\SC(=S)N(CC(=O)O)C2=O)ccc1OCCCCCCOc1ccc(/C=C2\SC(=S)N(CC(=O)O)C2=O)cc1OC	144	103	121	106	104	/	107	110
Brc1cc(Br)c(/C=C/c2c(Br)cc(Br)cc2Br)c(Br)c1	149	116	104	107	97	105	112	106
COc1cc2c(c(OC)c1OC)-c1ccc(NNC(N)=S)c(=O)cc1[C@@H](NC(C)=O)CC2	-8.4*	51	-6.6*	-2.7*	33	16	-41*	63
CC1=NNC(=O)C1NNc1ccccc1 (stereo unspecified)	105	95	100	118	99	99	109	118
Cc1ccc(-c2nc(SCC(=O)c3ccc(Br)cc3)nc(Nc3cccc(S(N)(=O)=O)c3)c2C#N)cc1	102	96	33	102	105	103	98	104
CCOC(=O)c1c(C)nc2[nH]n(-c3ccccc3)c(=O)c2c1-c1ccc(Cl)cc1	114	98	98	102	109	107	97	115
CC(O)c1nc2c(c(=O)n(C)c(=O)n2C)n1C (stereo unspecified)	/	111	/	96	86	91	104	126
Nc1ccc(C(=O)Nc2ccccc2)cc1	100	96	113	106	101	101	101	109
NS(=O)(=O)c1nc(Cl)c2[nH]cnc2n1	107	100	90	93	93	101	109	115
C[C@]12CCC(=O)C=C1C=CC1C2CC[C@@]2(C)C1CC[C@@]21CCC(=O)O1 (stereo partly specified)	97	92	81	97	90	122	83	106
O=C(SC(=O)c1ccccc1)c1ccccc1	107	95	100	108	101	104	108	109
O=C1C=C(C(O)c2cc(Cl)ccc2O)C(=O)c2ccccc21 (stereo unspecified)	109	/	/	106	100	99	90	105
COc1ccc2c(c1)c(/C=C/C(=O)O)c(Cl)n2Cc1ccc(Cl)cc1	92	87	76	122	112	105	92	101
COC(=O)c1c(I)cccc1[N+](=O)[O-]	110	103	89	113	110	96	110	139
O=c1oc2ccccc2cc1-c1csc(N2N=C(c3ccc(Cl)cc3)CC2c2ccccc2)n1 (stereo unspecified)	113	89	/	102	105	113	100	108
CCCCCCCCN(Cc1ccccc1)CC(O)c1ccc(Cl)cc1 (stereo unspecified)	92	91	66	92	98	95	96	100
c1ccc(-c2n(Cc3ccc4ccccc4n3)c3ccccc3[n+]2Cc2ccc3ccccc3n2)cc1	-21*	13	-19*	-15*	-1.1*	14	-96*	-4.8*
CCC(CC)NCC(C)O (stereo unspecified)	106	107	105	104	102	86	110	122
Cc1cc(C)c(CC(=O)c2ccccc2)c(C)c1	106	94	78	109	101	89	108	104
O=S1(=O)OCCOS(=O)(=O)C1Cl	101	93	78	95	90	104	105	103
N#Cc1cnc(OC2CCNC2)nc1-n1cnc2ccccc21 (stereo unspecified)	93	101	126	112	94	103	119	113
O=C1C=CC(=O)N1Cc1cccnc1	104	100	96	102	108	99	106	108
COC1c2cc(C)cc(O)c2C2=C(C(=O)c3c(O[C@H]4C[C@H](O)[C@@H](O)C(C)O4)cccc3C2=O)N1Cc1ccc(C(=O)O)cc1 (stereo partly specified)	90	101	122	77	117	103	78	84

In a second layout: results already given.
| Molecule | SK-MEL-2 | EKVX | HOP-92 | M14 | HOP-62 | A549/ATCC | SK-MEL-5 | SK-MEL-28 |
| --- | --- | --- | --- | --- | --- | --- | --- | --- |
| COc1ccc(C2c3ccc4ccccc4c3Oc3ncnc(N)c32)cc1 (stereo unspecified) | 72 | 46 | 70 | 83 | 45 | 97 | 86 | 92 |
| C(=N\Nc1ncc(-c2cc3cc4c(cc3o2)OCO4)s1)/c1ccco1 | 91 | 59 | 63 | 52 | 62 | -10* | 87 | 81 |
| O=C(NCCCNC(=O)OCc1ccc2c(Br)cc(Br)c(O)c2n1)OCc1ccc2c(Br)cc(Br)c(O)c2n1 | -6.8* | -5.9* | -80* | -66* | -19* | 6.6* | -78* | -76* |
| COc1ccc(OC)c(NCC(=O)n2nc(/C=C\c3ccc(O)c(OC)c3)cc2/C=C\c2ccc(O)c(OC)c2)c1 | 0.6* | 29 | 35 | 17 | 12 | 21 | 9.1* | 21 |
| C=CCc1cc(Cl)ccc1OC(=O)Nc1cccc(Cl)c1 | 131 | 96 | 101 | 97 | 96 | 101 | 111 | 114 |
| COc1ccc(CSc2nc3ccc(Cl)cc3c(=O)n2-c2ccccc2)cc1 | 101 | / | 93 | 104 | 95 | 104 | 101 | 107 |
| O=c1ccn(CCCOc2ccccc2Cl)c(=O)[nH]1 | 123 | 39 | 87 | 95 | 102 | 123 | 94 | 103 |
| CC(=O)OC[C@@]1(C)C2CC[C@]3(C)C(CC=C4C5CC(C)(C)CC[C@]5(C(=O)Nc5cccc(C)c5)CC[C@]43C)[C@@]2(C)C[C@@H](OC(C)=O)[C@@H]1OC(C)=O (stereo partly specified) | 39 | 31 | 51 | 50 | 40 | 41 | 3.8* | 62 |
| N#CC(c1cccc([N+](=O)[O-])c1)C(CC(=O)c1ccccc1)c1ccccc1 (stereo unspecified) | 83 | 88 | 67 | 97 | 98 | 82 | 82 | 95 |
| CSc1ncc(Br)c(Sc2nc(N)nc3nc[nH]c23)n1 | 63 | 35 | 40 | 28 | 33 | 104 | 71 | 108 |
| O=C(/C=C1\C=CN(CCCCCF)c2ccccc21)n1ccc2ccccc21 | 110 | 88 | 81 | 93 | 89 | 107 | 99 | 105 |
| COC(=O)C[C@](O)(CCC(C)C)C(=O)O[C@@H]1C(OC)=C[C@]23CCC(=O)N2CCc2cc4c(cc2[C@H]13)OCO4 | 110 | 101 | 123 | 107 | 101 | 105 | 97 | 110 |

Next part:
SMILES	SK-MEL-2	EKVX	HOP-92	M14	HOP-62	A549/ATCC	SK-MEL-5	SK-MEL-28
CC[N+](C)(C)C(C)(C)C	125	/	111	105	98	107	97	110
Clc1ccc2c(Cl)ccnc2c1	121	/	91	114	/	99	102	112
Cc1nnc(-c2ccc3c(c2)nc(-c2ccncc2)n3C2CCCCC2)o1	98	106	97	100	69	71	106	114
O=C1CC(C(=O)O)NC(=S)N1 (stereo unspecified)	103	121	102	99	103	102	106	118
COc1cc(C(=O)CCc2ccc3c(c2)OCO3)cc(OC)c1OC	95	107	73	103	99	110	102	100
CCOC(=O)c1cc(C(=O)c2cc(OC)c(OC)c(OC)c2)n2nc(-c3ccc(C)cc3)ccc12	99	99	103	94	88	84	94	97
CC(=O)c1cc(N)cc([N+](=O)[O-])c1	98	105	94	98	91	67	106	110
CC(=O)O[C@H]1CC[C@]2(C)[C@H]3CC[C@@H]4[C@H]5[C@H](C(C)C)CC[C@]5(C(=O)NCCN(CCN=C(N)N)CCN=C(N)N)CC[C@@]4(C)[C@]3(C)CC[C@H]2C1(C)C	135	97	122	96	98	103	101	104
O=C(O)CSCC(=O)Nc1cc(C(F)(F)F)cc(C(F)(F)F)c1	/	/	/	102	92	109	96	100
C#CCC1(c2cccs2)NS(=O)(=O)c2ccccc21 (stereo unspecified)	104	99	83	100	81	100	104	108
C/C(=C(/C)C1CC1CCNC1CN(C(=O)OC(C)(C)C)C1)c1ccccc1 (stereo unspecified)	116	102	94	107	110	108	100	105
CC(C)(C)C#C/C(=N\Nc1ccc([N+](=O)[O-])cc1[N+](=O)[O-])c1ccccc1	104	104	97	107	108	96	103	109
CCCCC(CC)CN(CC)CC (stereo unspecified)	/	106	99	106	103	107	104	116
CCCNC(=O)c1c(C)oc2ncnc(Nc3cccc(Cl)c3)c12	86	99	57	115	88	83	90	112
Oc1c(CN2CCOCC2)cc(/C=C/c2cc(CN3CCOCC3)c(O)c3ncccc23)c2cccnc12	81	93	73	89	89	76	/	102
CCOC(=O)/C(C#N)=C\c1ccccc1	/	107	78	101	104	91	103	113
CCCCCCCCCC[C@@H](C)[C@@H]1CC(=O)N[C@H]([C@@H](C)O)C(=O)N[C@@H](C)C(=O)N[C@H](C)C(=O)N[C@@H](CCC(N)=O)C(=O)N[C@H](Cc2ccc(O)cc2)C(=O)N[C@@H](C(C)CC)C(=O)O1 (stereo partly specified)	66	67	43	79	74	48	48	82
N#CC1=C(/N=C/c2ccccc2)Oc2c(ccc3ccccc23)C1c1ccc([N+](=O)[O-])cc1 (stereo unspecified)	91	71	89	102	89	101	87	118
Cc1cc(Br)c(N)c(Br)c1	110	96	106	89	88	73	102	101
CC(=O)N1C(=S)NC(=O)C1Cn1c(C)nc2ccccc21 (stereo unspecified)	114	88	111	84	94	93	101	97
Cc1ncc(C(=O)Nc2ccc(CN3CCN(C)CC3)c(C(F)(F)F)c2)cc1C#Cc1c(N)ncc2ccccc12	-77*	-89*	-38*	-86*	-97*	-97*	-100*	-96*
Oc1ccc(CSc2nnc(-c3cnccn3)n2-c2ccccc2)c2cccnc12	43	44	-3.4*	17	22	29	-23*	33
CS(=O)(=O)Nc1ccc(Nc2c3ccccc3nc3cc(Cl)ccc23)cc1	74	/	-11*	37	25	9.0*	19	73
Cn1c(O)c(C=Nc2ccc(S(N)(=O)=O)cc2)c2ccccc21	108	90	120	105	90	91	98	124
Cc1c(C)c(CCl)c(C)c(C)c1CCl	112	98	63	37	56	82	54	107
CC(C)Cc1ccc(C(C)C(=O)NCc2ccc(Cn3c(=O)sn(CCCl)c3=O)cc2)cc1 (stereo unspecified)	90	102	87	89	97	110	83	96
CCCSC(=O)Nc1ccc(Cc2ccc(NC(=O)SCCC)cc2)cc1	114	114	113	102	106	96	99	114
Cc1ccc2c(CC(=O)Nc3nc4ccccc4[nH]3)coc2c1	61	94	26	105	88	94	102	146
